Assay outcomes deposited in PubChem by several laboratories.
KOR beta-arrestin-1 = KOR antagonists, beta-arrestin recruitment, cell-based, luminescence, uHTS (AID 1778). KOR beta-arrestin recruitment, luminescence, antagonist mode; higher % means a stronger effect. actives 0.091% (n = 290,000). one-dose inhibition, % at 10 µM; IC50 in µM for titrated hits; in the data active = inhibition above about 50%; also: strong numbers were not always called active
HIV peptide binding = inhibitors of HIV fusion peptide binding, primary screen, biochemical, uHTS, fluorescence dequenching (AID 1986); cell-free peptide binding, fluorescence dequenching, 30 min; higher % means a stronger effect; inhibition, % at 20 µM; hits with a dose series show IC50 in µM; actives 0.3% (n = 290,000); in the data active = inhibition mostly above about 52%, no sharp cut-off; inactive = mostly below about 76%; also: some results filed as inactive read as strong as hits
KOR beta-arrestin-2 = KOR agonists, beta-arrestin recruitment, primary screen, cell-based, luminescence, uHTS (AID 1777). KOR beta-arrestin recruitment, luminescence; higher % means a stronger effect. one-dose activation, % at 10 µM; EC50 in µM for titrated hits. actives 0.02% (n = 280,000); in the data active = activation above about 50%, passing the limit was not always enough; also: a part of the inactive calls stands beside numbers as strong as those of hits
GPR55 activation = selective activators of receptor GPR55 – imaging, U2OS cells, beta-arrestin-GFP redistribution, primary screen (AID 1961). U2OS GPR55 beta-arrestin-GFP redistribution imaging; higher % means a stronger effect. activation, % at 10 µM, or EC50 in µM where a hit was titrated. actives 0.048% (n = 290,000);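 active = activation above 40% with more than 50 cells counted in the well; inconclusive = wells holding fewer than 50 cells, flagged as toxic or sparse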;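 also: U2OS osteosarcoma cells stably expressing GPR55 and beta-arrestin-GFP; plate controls were DMSO negative control for no effect and LPI positive control for full effect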
GPR35 antagonists = inhibition of zaprinast-stimulated GPR35 beta-arrestin translocation – imaging, U2OS, beta-arrestin-GFP, zaprinast agonist, primary screen (AID 2058) | U2OS GPR35 beta-arrestin-GFP translocation imaging, zaprinast antagonism; higher % means a stronger effect | inhibition, % at 10 µM; hits with a dose series show IC50 in µM | actives 0.052% (n = 290,000);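 active = inhibition of at least 50% with at least 30 cells and total cytoplasm GFP at most 10,000,000; inconclusive = under 30 cells or total GFP of 10,000,000 plus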
NOD1 inhibition = NOD1 signaling inhibitors, primary screen, cell-based, luminescence, uHTS (AID 1578). inhibition, % at 4 µM; hits with a dose series show EC50 in µM. actives 1% (n = 290,000). NOD1-driven NF-kB luciferase reporter cells, luminescence; higher % means a stronger effect; in the data active = inhibition mostly above about 36%, no sharp cut-off; inactive = mostly below about 34%;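 also: HEK-293T reporter cells stimulated with the NOD1 agonist gamma-tri-DAP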
NS5 inhibitors = Dengue-2 NS5 methyltransferase inhibitors, primary screen, biochemical, confirmation dose response (AID 588689) | actives 0.3% (n = 340,000) | Dengue-2 NS5 methyltransferase capping enzyme assay, biochemical; higher % means a stronger effect | inhibition, % at 25 µM; hits with a dose series show IC50 in µM; in the data active = a potency from the dose series; inconclusive = inhibition above about 29% without an active follow-up result
GPR55 LPI antagonism = inhibition of LPI-stimulated GPR55 beta-arrestin translocation – imaging, U2OS, beta-arrestin-GFP, LPI agonist, primary screen (AID 2013); U2OS GPR55 beta-arrestin-GFP translocation imaging, LPI antagonism; higher % means a stronger effect; actives 0.13% (n = 290,000); one-dose inhibition, % at 10 µM; IC50 in µM for titrated hits;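 active = spots per cell inhibited over 60%, with over 100 cells counted and total cytoplasm intensity under 500,000; inconclusive = wells with under 100 cells, flagged as likely toxic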;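 also: U2OS cells stably carrying GPR55 and arrestin-GFP stimulated by 5 µM LPI near EC80; imaged beta-arrestin-GFP aggregate spots per cell after agonist stimulation; plate controls were LPI-stimulated DMSO wells for no effect and DMSO wells without LPI for full effect; some results filed as inactive read as strong as hits; confirmed hits need IC50 under 10 µM and bright autofluorescent wells are also inconclusive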
West Nile antiviral = West Nile virus antiviral activity, cell-based, CPE readout (AID 1621) | West Nile virus-infected cells, CPE inhibition; higher % means a stronger effect | one-dose CPE inhibition, % at 10 µM; IC50 in µM for titrated hits | actives 0.02% (n = 290,000); in the data active = a potency from the dose series; inconclusive = CPE inhibition mostly from about 3.7% at the one dose, without a potency; inactive = the rest, 99 in 100 with CPE inhibition below about 2.2%; also: strong numbers were not always called active
NS5 inhibitors pilot replicate = further read-out of NS5 inhibitors, marked with its call; inhibition, %; measured here: pilot screen replicate inhibition
Numbers without * were called inactive; ? = inconclusive; . = not tested or not shown; [ ] = another dose, or the depositor's remark.

SMILES	KOR beta-arrestin-1	HIV peptide binding	KOR beta-arrestin-2	GPR55 activation	GPR35 antagonists	NOD1 inhibition	NS5 inhibitors	GPR55 LPI antagonism	West Nile antiviral	others
COc1ccc(-n2ccnc2SCC(=O)Nc2ccccc2)cc1	9%	-1.0%	1.2%	-0.1%	19%	19%	1%	0%	-0.7%
CC(=O)Nc1ccc(Cl)cc1C1COC(=O)C1=N (centres undefined)	-49%	-1.1%	2.0%	0.1%	5%	-24%	4%	-4%	0.4%
Nc1nonc1NC(=O)NN=C1CCCCC1	4%	-0.4%	4.6%	1.0%	-12%	-1%	-4%	13%	1.0%
Cc1cccc(NC(=O)N2C3CCCC2CC(NC(=O)C(C)(C)C)C3)c1 (centres undefined)	19%	-2.6%	5.3%	-0.2%	-10%	56%	-3%	2%	-0.8%
COc1ccc2c(c1OC)C(=O)N(c1ccc(O)cc1)C2	21%	-4.4%	-2.1%	-0.2%	-6%	9%	2%	-11%	-0.4%
O=C(O)/C=C/C(=O)NNC(=O)c1ccc(Br)cc1	7%	1.6%	-2.8%	0.2%	1%	-34%	-1%	9%	-0.6%
Cc1c(Cl)cccc1Nc1nc(N)nc(CN2CCCCCC2)n1	-20%	0.7%	.	-0.2%	1%	-13%	-10%	2%	0.0%
Cc1ccc2nc(C(F)C(F)(F)F)[nH]c2c1 (centres undefined)	12%[20 µM]	-1.1%	-6.0%	0.0%	14%	-35%	.	-1%	0.0%
COc1ccc(OCC(=O)NC2CCCN(Cc3ccc(Cl)cc3)C2)cc1 (centres undefined)	2%	1.3%	0.4%	-0.1%	-12%	1%	-6%	9%	-0.9%
CC1CCCN(S(=O)(=O)c2ccc(NC(=O)Cn3nnc(-c4ccccc4F)n3)cc2)C1 (centres undefined)	14%	3.9%	-5.9%	-0.1%	-10%	-31%	-2%	0%	0.1%
O=C(N1CCN(Cc2ccc3c(c2)OCO3)CC1)C12CC3CC(CC(C3)C1)C2	20%	-3.0%	2.9%	-0.2%	0%	-13%	.	13%	-0.5%
COc1ccc(-c2[nH]ncc2CN(C)Cc2ccccn2)c(OC)c1	4%[20 µM]	-0.2%	.	-0.1%	5%	-30%	-3%	8%	0.1%
CC(=O)NCCCc1nc2ccccc2n1Cc1ccc(C)cc1	-8%	1.2%	4.6%	0.0%	-3%	-12%	0%	2%	-0.2%
CCN1CCc2c(sc(NC(=O)CN3C(=O)c4ccccc4C3=O)c2C(N)=O)C1	-1%	0.9%	2.5%	-0.1%	-10%	-38%	-1%	-1%	-0.6%
CCN(CC)C(=S)NC(=O)Cc1ccccc1	-21%[20 µM]	0.9%	.	-0.1%	14%	-21%	3%	-11%	0.1%
Cc1c(/C=C/C(=O)c2ccc(Cl)s2)cnn1C	11%	-1.1%	-3.6%	0.4%	-7%	-28%	-14%	2%	1.0%
COc1ccc(N(C)C(=O)C2CCN(S(=O)(=O)c3cccc4nonc34)CC2)c(OC)c1	-12%	-0.5%	-4.5%	-0.2%	3%	-4%	-3%	-1%	-0.3%
c1ccc2oc(-c3ccn[nH]3)cc2c1	-52%	-1.9%	4.2%	-0.1%	0%	5%	-9%	0%	-0.6%
Cc1nc2nc(-c3ccco3)[nH]n2c(=O)c1Cc1ccccc1	9%	3.4%	-4.5%	-0.1%	-11%	-4%	1%	-5%	0.1%
Cc1cc(Br)cc2c(C(=O)NCC3CCCO3)cc(-c3cccs3)nc12 (centres undefined)	-84%	0.8%	13%	-0.1%	-23%	-50%	5%	-20%	1.8%
CCN(CC)CCNC(=O)c1c(C)oc2cc(Br)c(OC)cc12	-25%	-1.9%	3.8%	0.5%	5%	0%	-5%	8%	1.7%	NS5 inhibitors pilot replicate=-0.9
COc1cc(-c2nc(-c3ccc(NC(=O)c4ccc5c(c4)OCO5)cc3)no2)cc(OC)c1OC	-143%	-2.9%	44%	-0.1%	9%	-42%	2%	12%	0.3%
COc1ccc(NC(=O)C2CC2)cc1NS(=O)(=O)c1ccc(F)cc1	11%	-0.9%	-2.1%	-0.1%	26%	-13%	-1%	1%	-0.3%
O=C(N/N=C/c1cccc(O)c1)c1ccc(COc2cccc3cccnc23)cc1	0%	1.4%	-0.6%	0.2%	-6%	-19%	-7%	-4%	1.4%
Cn1cnnc1SCC(=O)c1ccc(O)c(O)c1	-24%	2.4%	5.2%	-0.1%	0%	-20%	1%	-1%	-1.0%

Ordered by length of the SMILES (largest number first): some entries from above
SMILES	KOR beta-arrestin-1	HIV peptide binding	KOR beta-arrestin-2	GPR55 activation	GPR35 antagonists	NOD1 inhibition	NS5 inhibitors	GPR55 LPI antagonism	West Nile antiviral	others
COc1cc(-c2nc(-c3ccc(NC(=O)c4ccc5c(c4)OCO5)cc3)no2)cc(OC)c1OC	-143%	-2.9%	44%	-0.1%	9%	-42%	2%	12%	0.3%
Cc1cccc(NC(=O)N2C3CCCC2CC(NC(=O)C(C)(C)C)C3)c1 (centres undefined)	19%	-2.6%	5.3%	-0.2%	-10%	56%	-3%	2%	-0.8%
COc1ccc(NC(=O)C2CC2)cc1NS(=O)(=O)c1ccc(F)cc1	11%	-0.9%	-2.1%	-0.1%	26%	-13%	-1%	1%	-0.3%
Cc1ccc2nc(C(F)C(F)(F)F)[nH]c2c1 (centres undefined)	12%[20 µM]	-1.1%	-6.0%	0.0%	14%	-35%	.	-1%	0.0%
c1ccc2oc(-c3ccn[nH]3)cc2c1	-52%	-1.9%	4.2%	-0.1%	0%	5%	-9%	0%	-0.6%

The listing picks up with the 2 entries that preceded the break.
SMILES	KOR beta-arrestin-1	HIV peptide binding	KOR beta-arrestin-2	GPR55 activation	GPR35 antagonists	NOD1 inhibition	NS5 inhibitors	GPR55 LPI antagonism	West Nile antiviral	others
O=C(N/N=C/c1cccc(O)c1)c1ccc(COc2cccc3cccnc23)cc1	0%	1.4%	-0.6%	0.2%	-6%	-19%	-7%	-4%	1.4%
Cn1cnnc1SCC(=O)c1ccc(O)c(O)c1	-24%	2.4%	5.2%	-0.1%	0%	-20%	1%	-1%	-1.0%
Cc1nc(-c2ccccc2)nc2[nH]c(=O)n(-c3ccccc3)c(=O)c12	1%	1.5%	0.8%	-0.1%	-2%	-34%	-8%	2%	-0.6%
CCCn1c(SCC(=O)NC(C)C)nc2sc3c(c2c1=O)CCC3	-2%	1.6%	-1.0%	0.3%	24%	-2%	2%	-5%	-0.3%
CCC(Sc1nncn1C)C(=O)Nc1nnc(-c2ccc(Cl)cc2)s1 (centres undefined)	-3%	-0.6%	-3.3%	-0.1%	2%	-11%	-6%	-11%	-0.4%
COC(=O)CN1C(=O)N/C(=C/c2cc3c(cc2OC)OCO3)C1=O	-5%	-0.3%	-0.6%	0.6%	-20%	-28%	-4%	-5%	-0.8%
O=C(Cn1cc(C(F)(F)F)cc(Cl)c1=O)NCc1ccc(Cl)cc1	-44%	1.8%	16%	-0.4%	8%	-24%	-7%	8%	-0.5%
CCOc1ccc(N(C)Cc2cc(=O)oc3ccc(OC)cc23)cc1	-33%[20 µM]	-1.8%	0.4%	-0.1%	-12%	-4%	-2%	0%	-1.2%
CNC(=S)N/N=C/c1c(C(=O)OC)cnn1-c1ccc(F)cc1F	-9%	-1.6%	-3.5%	0.2%	1.1µM*	6%	-3%	6%	-0.6%
Cc1cc(C)n(-c2nc(NCCN(C)C)c3c4c(sc3n2)COC(C)(C)C4)n1	-39%	1.5%	11%	0.3%	-1%	2%	.	-12%	0.9%
COc1ccc(C(=O)c2cc([N+](=O)[O-])ccc2N2CCCC2)cc1	-47%	0.2%	-0.1%	0.1%	-4%	6%	1%	-5%	-0.7%
CCc1nnc(NC(=O)CSc2nnc(Cc3cc(=O)[nH]c(=O)[nH]3)n2-c2cccc(OC)c2)s1	4%	-0.9%	-5.8%	0.1%	-6%	-16%	-8%	16%	0.1%
CCCn1c(NCc2ccc(C)o2)nc2ccccc21	-15%	-2.6%	-3.1%	-0.2%	26%	2%	3%	2%	-0.6%
Cc1ccc(C)c(S(=O)(=O)NC(C)C(=O)Nc2ccc(-c3nc4ccccc4s3)cc2)c1 (centres undefined)	-18%	3.4%	-2.7%	-0.1%	7%	4%	-10%	19%	0.4%
Cc1ccc(Nc2nc(C(=O)N3CCC(C(=O)NC(C)C)CC3)cs2)cc1	21%	-0.9%	-0.8%	-1.1%	-5%	8%	-8%	-8%	-0.3%
Cc1ccc(C2C3CN(C(C)C)CC=C3C(C#N)=C(N)C2(C#N)C#N)cc1 (centres undefined)	-4%	88%*	-6.6%	0.9%	100%*	0%	?	?	.
COc1cccc(C(=O)NCCN2CCN(c3ccccc3)CC2)c1	6%[20 µM]	-1.5%	-6.6%	-0.1%	11%	10%	-5%	-17%	-1.0%
CCOC(=O)c1sc(NC(=O)CSc2nnc(Cc3ccccc3)o2)c(C(=O)OCC)c1C	20%	-0.6%	0.1%	-0.1%	10%	-5%	-2%	-4%	0.5%
Cc1cc(C)cc(N(CCC#N)C(=O)CN2C(=O)NC3(CCCC3)C2=O)c1	1%	-1.8%	0.5%	-0.1%	4%	-10%	-5%	-13%	-0.6%
Cc1cc(C)c2c(=O)[nH]n(C3CCOC(C)(C)C3)c2n1 (centres undefined)	18%	-1.2%	0.2%	-0.2%	16%	-19%	-1%	-12%	-0.1%
Cc1nn(Cc2nnc(SCC(=O)Nc3cccc(C(F)(F)F)c3)n2C)c(C)c1[N+](=O)[O-]	-18%	-1.9%	0.3%	0.3%	-12%	12%	.	4%	-0.5%
O=C(COC(=O)CCc1ccc(S(=O)(=O)N2CCOCC2)cc1)Nc1ccc(Cl)cn1	4%	-0.4%	-1.2%	0.5%	2%	-17%	2%	3%	-0.2%
Cn1nc(C(F)(F)F)c(-c2ccc(F)cc2)c1NC(=O)CSCC(=O)O	-13%	-0.1%	-1.0%	-0.2%	3%	8%	0%	9%	0.2%
O=c1[nH]c(-c2ccccn2)cc2ccccc12	-4%	-1.6%	0.5%	0.0%	-1%	-50%	-9%	5%	-1.3%
CCOC(=O)N1CCN(C(=O)c2csc3c2CCCCC3)CC1	-7%	-0.3%	2.6%	-0.1%	-4%	-5%	1%	-12%	-0.7%
CC1(C)OC(c2ccccc2)=C/C(=C/C=Nc2ccccc2)O1	-7%	10%	4.4%	0.9%	-1%	-24%	-12%	-12%	0.5%
FC(F)(F)c1cccc(Cc2noc(CN3CCC(c4ccncc4)CC3)n2)c1	5%	0.0%	2.9%	0.1%	-6%	2%	-7%	5%	-1.9%

Some of the compounds tested; count on the stated rates, not on these rows.
